Screening data from PubChem.
FBW7 activator: FBW7 E3 ligase activators, primary screen, biochemical, AlphaScreen, human | AlphaScreen FBW7–phospho-cyclin E peptide binding, activator screen | normalized activity (activation), % at 26.1 µM | hit rate 0.13% among 650,000 | AID 1259310, 2017; in the data active means normalized activity above about 1.9%;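 further: purified mutant Fbw7 with reduced substrate affinity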
Target sequence (Q969H0 whole entry, looked up): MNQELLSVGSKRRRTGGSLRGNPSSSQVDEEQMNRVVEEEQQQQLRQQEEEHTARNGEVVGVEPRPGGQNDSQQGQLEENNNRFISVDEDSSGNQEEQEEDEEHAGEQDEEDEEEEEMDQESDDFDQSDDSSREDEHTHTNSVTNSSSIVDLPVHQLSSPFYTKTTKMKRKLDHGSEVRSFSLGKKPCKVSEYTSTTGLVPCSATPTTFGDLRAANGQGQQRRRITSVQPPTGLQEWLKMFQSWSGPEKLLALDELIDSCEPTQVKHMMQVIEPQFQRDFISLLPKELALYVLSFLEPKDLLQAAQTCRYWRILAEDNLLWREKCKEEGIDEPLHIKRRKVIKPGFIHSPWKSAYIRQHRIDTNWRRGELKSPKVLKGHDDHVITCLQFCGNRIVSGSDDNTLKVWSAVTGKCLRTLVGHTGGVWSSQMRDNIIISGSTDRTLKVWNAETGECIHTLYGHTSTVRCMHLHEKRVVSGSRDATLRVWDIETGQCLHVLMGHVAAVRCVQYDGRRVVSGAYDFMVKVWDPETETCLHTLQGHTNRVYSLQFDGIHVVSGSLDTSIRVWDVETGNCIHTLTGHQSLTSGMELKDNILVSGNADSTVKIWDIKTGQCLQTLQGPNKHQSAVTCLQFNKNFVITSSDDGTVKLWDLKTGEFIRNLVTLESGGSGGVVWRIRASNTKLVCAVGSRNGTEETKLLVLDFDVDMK
GPR151 ag: activators of human GPR151, primary screen, cell-based, PathHunter beta-arrestin, luminescence. AID 1508602, 2020. activation, % at 11.2 µM. G-protein coupled receptor 151 (Homo sapiens), Q8TDV0. hit rate 1% among 650,000. PathHunter beta-arrestin GPR151 cells; in the data active means activation above about 4.9%;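 further: 0% = median of compound wells and 100% = cells with positive control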
Target sequence (Q8TDV0 whole entry, looked up): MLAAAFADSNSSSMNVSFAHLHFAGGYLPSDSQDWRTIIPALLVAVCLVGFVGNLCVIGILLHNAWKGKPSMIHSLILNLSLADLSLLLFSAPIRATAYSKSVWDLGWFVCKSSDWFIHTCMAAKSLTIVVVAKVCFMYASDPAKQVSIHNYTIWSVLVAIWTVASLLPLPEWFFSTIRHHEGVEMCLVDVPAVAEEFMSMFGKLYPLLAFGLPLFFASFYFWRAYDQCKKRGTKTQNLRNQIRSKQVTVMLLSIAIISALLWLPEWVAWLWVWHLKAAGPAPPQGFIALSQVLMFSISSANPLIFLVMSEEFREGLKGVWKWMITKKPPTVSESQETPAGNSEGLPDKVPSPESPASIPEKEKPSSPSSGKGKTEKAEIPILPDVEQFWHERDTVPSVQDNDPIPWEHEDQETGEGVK
TEAD-YAP block: TEAD-YAP interaction inhibition, primary screen, TEAD-YAP interaction inhibitor project, luminescence, HEK-TIYL cells; TEAD-Gal4/YAP UAS-luciferase luminescence; hit rate 1.4% among 640,000; inhibition, % at 9.12 µM; in the data active means inhibition above about 32%;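 further: 0% = median of test compound wells and 100% = reference inhibitor wells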
MITF inh: MITF inhibitors, primary screen, biochemical, AlphaScreen, human. AlphaScreen MITF homodimerization, bead proximity signal. hit rate 0.91% among 650,000. inhibition, % at 2.6 µM; in the data active means inhibition above about 50%;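 further: 0% = vehicle wells with protein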
Starred values were filed as active, the others as inactive.

SMILES	FBW7 activator	GPR151 ag	TEAD-YAP block	MITF inh
CCC(C)OC(=O)C1=C(C)NC(=O)CC1c1c(Cl)cccc1Cl (configuration not stated)	-0.1	-0.2	-13	4
O=C(NCc1cccnc1)C12CC3CC(CC(C3)C1)C2	0.2	-1.8	0	11
CCOc1cc(/C=C2\C(=O)NC(=O)N(c3ccc(C(=O)OC)cc3)C2=O)ccc1O	-0.3	-0.3	8	0
O=C(CSc1nn2c(SCC(=O)Nc3ccc(Br)cc3)nnc2s1)Nc1ccc(Br)cc1	-0.1	0.4	0	-14
Cc1ccc(C(=O)Nc2cccc([N+](=O)[O-])c2)o1	-0.1	-1.1	-15	0
CN(C)c1nc(N)nc(CSc2n[nH]c(-c3ccccc3)n2)n1	0.7	1.1	-14	1
CCCCCn1c(SCCC(=O)O)nc2c1c(=O)[nH]c(=O)n2C	-0.1	-1.2	-4	8
CCC1(CCC(=O)NCCC(c2ccccc2)c2ccccc2)CCC(=O)N1 (configuration not stated)	-0.1	-0.5	-6	-7
CNC(=O)c1ccccc1Nc1ccnc(Nc2ccc(N3CCOCC3)cc2)c1	-0.6	2.8	8	-1
CCCCCCOc1ccc(C(=O)Nc2cccc(NC(=O)c3ccc(OCCCCCC)cc3)n2)cc1	0.3	-1.4	9	15
COc1ccccc1N(CC(=O)O)S(=O)(=O)c1ccc(C)cc1	0.1	-0.7	0	3
CC(C)c1nnc(SCC(=O)N2C(C)CCCC2C)n1C (configuration not stated)	1.6	-0.6	18	8
Cc1cc(C)nc(SCc2ccc(C(=O)N/N=C/c3cccc(O)c3O)cc2)n1	-1.0	-0.8	-6	17
CN(c1ccccc1)S(=O)(=O)c1ccc(C(=O)Nc2nc3c(ccc4ccccc43)s2)cc1	-0.1	-0.6	4	-5
CC(=O)N(c1ccccc1)S(=O)(=O)c1ccc(Cl)cc1	-0.3	0.0	1	6
O=C(CCCn1c(=O)[nH]c2ccc(Br)cc2c1=O)NCCc1ccccc1	0.0	0.9	1	7
Cc1ccc(C(=O)NCc2ccccc2)cc1Br	0.2	1.6	-4	-1
CCOc1ccc(NCC(CC(=O)O)c2nc3ccccc3[nH]2)cc1 (configuration not stated)	0.0	0.3	-36	8
CC1=C(C(=O)Nc2ccccc2)C(c2ccc(Br)cc2)n2nnnc2N1 (configuration not stated)	0.0	0.0	12	13
COCCOC(=O)c1c(C)oc2ccc(OCc3cccc(Cl)c3)cc12	0.1	0.2	-2	1
COc1ccccc1-n1cc(CN2CCN3C(=O)[C@@H](CC(C)C)NC(=O)[C@H]3C2)cn1	0.9	0.9	0	12
O=C1CN(C(=O)c2cc([N+](=O)[O-])c(Nc3ccccc3)c([N+](=O)[O-])c2)c2ccccc2N1	-0.3	1.3	-4	0
COc1ccc(NC(=O)c2ccc3c(=O)n(CCc4ccccc4)c(=S)[nH]c3c2)cc1	-0.2	-0.1	-4	3
COc1cc(/C=C/C(=O)O)cc(S(=O)(=O)Nc2ccc(C(=O)O)cc2)c1OC	0.0	-0.2	-5	-3
COC(=O)CN1C(=O)C(O)=C(C(C)=O)C1c1cccc([N+](=O)[O-])c1 (configuration not stated)	0.0	0.5	2	4

Quoted from the listing:
O=C1CN(C(=O)c2cc([N+](=O)[O-])c(Nc3ccccc3)c([N+](=O)[O-])c2)c2ccccc2N1 in MITF inh is entered as 0
COc1ccc(NC(=O)c2ccc3c(=O)n(CCc4ccccc4)c(=S)[nH]c3c2)cc1 in FBW7 activator is entered as -0.2

Next structures
SMILES	FBW7 activator	GPR151 ag	TEAD-YAP block	MITF inh
COC(=O)C1=C(C)NC(=S)NC1c1cc(OC)c(OC)cc1OC (configuration not stated)	-0.1	1.0	0	-4
CCC(CC)NC(=O)COc1ccccc1NC(C)=O	0.0	3.7	-2	-7
CCc1nc2sc3c(c2c2nnc(SCC(=O)NCc4ccco4)n12)CCCC3	-0.1	-0.1	11	14
Cc1ccc(-c2cc(C(=O)Nc3ccc(F)c([N+](=O)[O-])c3)c3ccccc3n2)cc1	-0.1	-0.7	8	21
COc1ccc(N2C(=O)CC(NC3CCCCCCC3)C2=O)cc1 (configuration not stated)	0.1	2.0	1	-9
COc1cccc(C(C)NC(=O)Nc2cccc(F)c2)c1 (configuration not stated)	0.1	2.5	2	5
COc1ccccc1NC(=O)c1cc(S(=O)(=O)N2CCOCC2)ccc1Cl	0.0	0.1	7	10
CCOC(=O)c1[nH]c2c([N+](=O)[O-])cc(Cl)cc2c1C	-0.1	-1.3	4	-8
CC1CCCCN1c1c(-c2ccc(Cl)cc2)c(=O)c1=O (configuration not stated)	-0.1	2.4	11	4
O=C1CC(N2CCN(c3cccc(Cl)c3)CC2)C(=O)N1c1ccc(Cl)cc1Cl (configuration not stated)	0.0	0.6	-3	-3
COc1cc(CNCc2ccncc2)ccc1OCC(N)=O	0.6	1.0	-1	11
COc1ccc(NCc2cccc(OC)c2O)cc1Cl	-0.1	-0.1	4	15
O=C(CCCn1c(=O)[nH]c2cc(Cl)ccc2c1=O)NCCCN1CCCC1	-0.1	0.4	4	-10
N#C/C(=C\Nc1cc([N+](=O)[O-])ccc1F)c1nc(-c2ccc([N+](=O)[O-])cc2)cs1	0.0	1.5	13	-3
CC1CCN(C(=O)Cn2c(=O)oc3cc(S(=O)(=O)N4CCCC4)ccc32)CC1	0.1	-0.7	-1	-1
COc1ccc(CNC(=O)CC2Oc3ccccc3NC2=O)cc1 (configuration not stated)	0.0	0.3	17	4
CCOc1coc(C(=O)NCc2ccccc2OC)cc1=O	0.1	-0.6	-6	1
COc1ccccc1C(c1nnnn1C(C)(C)C)N1CCCCCC1 (configuration not stated)	0.2	2.3	0	-6
CC1=NN(c2ccccc2)C(=O)C1C=C1C(=O)N(C)C(=S)N(C)C1=O (configuration not stated)	-0.2	-0.8	4	-5
CC(=O)Oc1ccc(C(=O)Nn2cnnc2)cc1	-0.2	-0.2	-2	4
COc1ccc(-c2nc3ccccc3c(=O)n2Cc2ccccc2F)cc1OC	0.0	-1.4	-13	-2
O=C(Nc1c[nH]c(=O)[nH]c1=O)c1ccc(Cl)cc1Cl	0.2	-0.7	4	11
C[C@H](O)[C@H]1NC(=O)[C@H]2CN(C(=O)Oc3cccc4ccccc34)CCN2C1=O	0.5	-0.7	5	15
COC(=O)C1=C(C)NC2=C(C(=O)CC(c3ccccc3)C2)C1c1ccc(OC)cc1OC (configuration not stated)	-0.1	0.2	8	-4
CN(C)S(=O)(=O)c1ccc(C(=O)N2CC(=O)Nc3ccc(Cl)cc3C2c2ccccc2)cc1 (configuration not stated)	0.9	-0.6	2	26

The last 6 entries of the section before are carried over, then new ones follow:
SMILES	FBW7 activator	GPR151 ag	TEAD-YAP block	MITF inh
CC(=O)Oc1ccc(C(=O)Nn2cnnc2)cc1	-0.2	-0.2	-2	4
COc1ccc(-c2nc3ccccc3c(=O)n2Cc2ccccc2F)cc1OC	0.0	-1.4	-13	-2
O=C(Nc1c[nH]c(=O)[nH]c1=O)c1ccc(Cl)cc1Cl	0.2	-0.7	4	11
C[C@H](O)[C@H]1NC(=O)[C@H]2CN(C(=O)Oc3cccc4ccccc34)CCN2C1=O	0.5	-0.7	5	15
COC(=O)C1=C(C)NC2=C(C(=O)CC(c3ccccc3)C2)C1c1ccc(OC)cc1OC (configuration not stated)	-0.1	0.2	8	-4
CN(C)S(=O)(=O)c1ccc(C(=O)N2CC(=O)Nc3ccc(Cl)cc3C2c2ccccc2)cc1 (configuration not stated)	0.9	-0.6	2	26
COc1ccc(Br)c(C(=O)NCCc2ccc(OC)c(OC)c2)c1	-0.1	-0.2	-5	-4
CCCCC(=O)N/N=C/c1cccc(OC)c1OC	0.2	0.5	-1	-16
c1ccc(OCCNc2nc(N3CCOCC3)nc3c2ncn3C2CCCCC2)cc1	-0.1	-2.8	-15	26
CC(C)(C)NC(=O)CN(c1cccc(Br)c1)S(=O)(=O)c1ccccc1	-0.1	0.6	-2	-13
O=C1c2cccc3cccc(c23)C(=O)N1CCCN(C(=O)c1ccccc1Cl)c1ccc(Oc2ccccc2)cc1	0.0	0.1	10	-6
CN1CCN(c2ncnc3c2cnn3Cc2ccccc2)CC1	0.3	-1.1	7	7
COc1cccc(NC(=O)C(=O)NCc2ccncc2)c1	-0.2	-0.3	-44	12
O=C(CSc1nnnn1-c1ccccc1)C1CC1	0.0	0.1	-23	-7
O=C(O)CCC(=O)NCc1cccnc1	0.5	7.5*	5	-8
O=C(NCCc1nc(-c2cccnc2)n[nH]1)C1(c2ccc(Cl)cc2)CCC1	0.8	-0.9	11	19
COc1ccc(C(=O)N/C(=C\c2cccc([N+](=O)[O-])c2)C(=O)NC(C(=O)O)C(C)C)cc1 (configuration not stated)	0.2	-1.4	3	0
COCCCN1C(=O)C(=O)/C(=C(\O)c2ccccc2)C1c1ccc(Cl)cc1 (configuration not stated)	0.2	0.3	10	11
O=C1C(=O)N(CNc2ccccc2Cl)c2ccccc21	-0.3	1.3	3	7
O=C(CCN1C(=O)c2ccccc2C1=O)NC(=S)Nc1ccccc1	-0.1	0.7	4	6
CCCC1CCC(c2ccc(C(N)=O)cc2)CC1 (configuration not stated)	0.0	0.8	-3	11
CCOC(=O)c1c(NC(=O)CSc2nnc(CNC(=O)Cc3ccccc3)n2C2CCCCC2)sc2c1CCCC2	-0.1	1.3	-5	-3
O=C1C2C3C=CC(C3)C2C(=O)N1c1ccc(C(=O)N(C2CCCCC2)C2CCCCC2)cc1 (configuration not stated)	0.0	-0.6	3	18
CCOC(=O)Nc1cc(-c2ccco2)nn1CCO	0.0	2.0	4	10
CC1CCN(c2ccc(NC(=O)CCC(=O)O)cc2)CC1	1.0	0.2	31	15
CCN(CC)C(=O)CCc1nnc(CCc2c[nH]c3ccccc23)o1	-0.2	-1.2	-1	-5
c1ccc(Cc2noc(-c3ccccc3)n2)cc1	0.1	-0.7	-35	-10
Nc1nc2ccccc2cc1C(=O)Nc1cccc(Cl)c1	0.1	0.0	-17	3
NC(=O)CSc1nnc2ncccn12	-0.1	-1.2	2	11
CCc1ccc(-n2c(SCC(=O)Nc3ccc(OC)cc3OC)nc3[nH]ncc3c2=O)cc1	0.0	2.3	25	1
CC(=O)NC(CC(C)C)c1nnc2n1CCN(C(=O)c1ccc(-c3ccco3)cc1)CC2 (configuration not stated)	-0.3	-0.6	10	9
The listing continues:
SMILES	FBW7 activator	GPR151 ag	TEAD-YAP block	MITF inh
Cc1csc(NC(=O)CSc2ccc(-c3cccs3)nn2)n1	-0.2	-0.4	-17	-9
CCOC(=O)c1c(NC(=O)CSc2nnc(CNC(=O)c3ccccc3F)n2-c2ccc([N+](=O)[O-])cc2)sc2c1CCC2	-0.1	0.7	-5	5
COC(=O)c1ccc(C(=O)OC)c(NS(=O)(=O)c2ccc3ccccc3c2)c1	-0.1	-1.5	-1	-5
O=C(Nc1nc(-c2ccc(Br)s2)cs1)c1cccc(N2C(=O)CCC2=O)c1	0.5	-0.4	-4	3
NC(=O)C1(N2CCCCC2)CCN(S(=O)(=O)c2ccc3c(c2)OCC(=O)N3)CC1	-0.1	-2.0	1	-1
Cc1[nH]c2ccccc2c1C(=O)C(=O)N1CCCCCC1	0.0	-0.2	7	8
COc1ccc(/C=C2\CCc3c2nc2ccccc2c3C(=O)OCC(N)=O)cc1OC	0.3	-0.5	-35	9
COc1cccc(NC(=O)c2cc[n+](C)cc2)c1	-0.1	-0.1	3	-8
CCOC(=O)C1CCN(CC(O)COc2ccc(Br)cc2)CC1 (configuration not stated)	-0.1	0.3	-9	-4
Cc1ccccc1CN1CCN(Cc2ccn[nH]2)CC1CCO (configuration not stated)	0.0	6.0*	-5	9
O=C(CSc1nnc(NC(=O)COc2ccccc2)s1)Nc1ccc2c(c1)OCO2	-0.1	-1.0	-2	-1
CCCNC(=O)c1cccc(Nc2ccncn2)n1	0.0	-0.3	4	12
CC(=O)Nc1ccc(Nc2ccnc(Cl)n2)cc1	0.0	0.7	4	11
CCOc1ccc(Nc2nc3ccccc3nc2NS(=O)(=O)c2cccs2)cc1	-0.1	4.0	11	-3
NC(=O)c1ccc(-c2nc(NCCCN3CCCC3=O)c3ncn(CCN4CCCC4=O)c3n2)cc1	0.0	0.2	-10	-4
CCC(C)(C)NC(=O)C1CCN(S(=O)(=O)c2cccs2)CC1	0.0	0.1	-3	-4
CN(C)c1ccc(C2NS(=O)(=O)N=C2N)cc1 (configuration not stated)	0.1	0.0	-3	12
O=C(Nc1noc2ccccc12)c1ccc(Br)o1	-0.1	-1.4	-50	-5
Cc1cc(C)n(C(=O)c2ccc(Cl)c(Cl)c2)n1	0.1	1.4	-14	-8
O=C(CNC(=O)c1ccccc1)NCC(=O)OCC(=O)c1ccccc1	0.1	-1.5	5	-5
CCCCNC(=O)COC(=O)c1cccs1	-0.1	-1.2	1	10

Quoted from the listing for reference:
SMILES	FBW7 activator	GPR151 ag	TEAD-YAP block	MITF inh
O=C(Nc1c[nH]c(=O)[nH]c1=O)c1ccc(Cl)cc1Cl	0.2	-0.7	4	11
C[C@H](O)[C@H]1NC(=O)[C@H]2CN(C(=O)Oc3cccc4ccccc34)CCN2C1=O	0.5	-0.7	5	15

Record cards (already shown). Order of values: FBW7 activator, GPR151 ag, TEAD-YAP block, MITF inh
O=C(Nc1noc2ccccc12)c1ccc(Br)o1 in the list: -0.1, -1.4, -50, -5
O=C(CSc1nnc(NC(=O)COc2ccccc2)s1)Nc1ccc2c(c1)OCO2 in the list: -0.1, -1.0, -2, -1
Cc1ccccc1CN1CCN(Cc2ccn[nH]2)CC1CCO (configuration not stated) in the list: 0.0, 6.0*, -5, 9
NC(=O)C1(N2CCCCC2)CCN(S(=O)(=O)c2ccc3c(c2)OCC(=O)N3)CC1 in the list: -0.1, -2.0, 1, -1
Cc1csc(NC(=O)CSc2ccc(-c3cccs3)nn2)n1 in the list: -0.2, -0.4, -17, -9
